SENP1 inh: human SENP1 catalytic domain inhibitors, primary screen, biochemical, FRET, uHTS; inhibition, % at 10 µM; Sentrin-specific protease 1 (Homo sapiens), Q9P0U3; actives 0.21% (n = 360,000); AID 624204, 2012; recombinant SENP1 catalytic domain, CyPet-SUMO1-YPet FRET cleavage;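 active means inhibition at least 30% at 10 µM, raw YFP signal under a set limit, fluorescence ratio 0.5 to 1.5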;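 further: 0% = enzyme with DMSO and 100% = no enzyme wells; some results filed as inactive read as strong as hits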
Target sequence (Q9P0U3 419-644 limits assumed): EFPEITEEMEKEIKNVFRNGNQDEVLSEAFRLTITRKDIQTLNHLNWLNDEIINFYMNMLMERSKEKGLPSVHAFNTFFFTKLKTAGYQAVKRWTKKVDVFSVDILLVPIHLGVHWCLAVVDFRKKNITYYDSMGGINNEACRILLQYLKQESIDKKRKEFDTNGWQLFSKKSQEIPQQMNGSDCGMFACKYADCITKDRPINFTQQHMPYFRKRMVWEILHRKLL
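system = hSENP1 catalytic domain, recombinant | reagent = SFCypet-SUMO1-SFYpet substrate at 25 nM | doses = one dose per compound, 10 µM, 0.5% DMSO | incubation = enzyme reaction for 50 min at room temperature, dark | measured by = FRET, CFP and YFP emission | controls = no-enzyme low, enzyme-DMSO high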
An asterisk follows results filed as active. A portion of the library, so the mix of outcomes need not match the whole.

mol | SENP1 inh
O=C(NCc1ccc(Br)cc1)OC1CC2CC1[C@H]1CCCCN1C2=O (stereo not given in full) | -2
CC(=O)n1nc(-c2ccncc2)nc1SCC(=O)Nc1cccc(Cl)c1 | 1
CCCC(=O)N1CCC1(C)C(=O)NS(=O)(=O)c1cccc(F)c1 (stereo not given) | 3
CCOC(=O)[C@]12CCC=C1N(Cc1ccc(Cl)cc1Cl)C(=O)[C@H](CC(=O)NCc1cccc(C(F)(F)F)c1)C2 | 3
COCCCN1C(=O)C(CC(=O)NCCN2CCOCC2)CC(C(=O)N2CCOCC2)=C1C (stereo not given) | 1
Cn1c(NCCN2CCCC2)nc2cc(-c3ccsc3)sc2c1=O | -1
Cc1ccc(S(=O)(=O)C[C@@H]2OC[C@H](C)N2S(=O)(=O)c2ccc(C)cc2)cc1 | 2
COc1ccc(NC(=O)c2cccc3c(-c4cccnc4)coc23)cc1 | 1
CC1(C(=O)Nc2ccc(Cl)cc2)Cc2c(-c3cccc(C(N)=O)c3)ccnc2O1 (stereo not given) | 2
CC(=O)C1=CCC(c2ccc(C)cc2)N(S(=O)(=O)c2ccc(C)cc2)C1 (stereo not given) | 2
COc1cc(CN2C[C@@H](CO)O[C@@H](n3cnc4c(N5CCN(C)CC5)ncnc43)C2)cc(OC)c1OC | 2
COc1ccc(S(=O)(=O)Nc2ccc3c(c2)C(=O)N([C@H](C)CO)C[C@H](C)[C@@H](CN(C)S(=O)(=O)c2cn(C)cn2)OCCCC[C@H](C)O3)cc1 | 0
COc1ccc(-n2ccnc2SCC(=O)c2c(N)n(C3CC3)c(=O)[nH]c2=O)cc1 | 4
CCCC(=O)n1nc(-c2cccnc2)nc1NCc1ccccc1 | 8
CCCCCNC(=O)C(c1ccc(OC)cc1)n1c(=O)c(-c2cc3ccccc3[nH]2)nc2ccccc21 (stereo not given) | -20

Structures above with fluorine (2):
mol | SENP1 inh
CCCC(=O)N1CCC1(C)C(=O)NS(=O)(=O)c1cccc(F)c1 (stereo not given) | 3
CCOC(=O)[C@]12CCC=C1N(Cc1ccc(Cl)cc1Cl)C(=O)[C@H](CC(=O)NCc1cccc(C(F)(F)F)c1)C2 | 3

(next part)
mol | SENP1 inh
Cc1cc(C(=O)N2CCC2(C)C(=O)Nc2cccc3c2CCCC3)nn1C (stereo not given) | 2
O=C1NC(O)CCN1C1CC(O)C(CO)O1 (stereo not given) | 0
COc1ccc(-c2nc3ccc(Cl)cn3c2Cc2ccccc2)cc1OC | 24
Cc1nc(Nc2ncc3c(n2)CC(C)(C)CC3=O)nc2ccccc12 | 0
OCc1ccccc1Cn1ccnc1 | -2
Cn1c(N)c(NC(=S)NC2CCCCC2)c(=O)n(C)c1=O | 0
CCCCC(=O)NC(c1ccc(OC)cc1)c1ccc2cccnc2c1O (stereo not given) | 1
CCCCn1cnc2c(Sc3c([N+](=O)[O-])ncn3C)nc(N)nc21 | 1
COc1ccc(OC)c(NC(=O)C2(C)CCN2CCOc2ccccc2)c1 (stereo not given) | 0
COc1cc(/C=C/C(=O)OCC(=O)N2CCN(S(=O)(=O)c3ccc(C)cc3C)CC2)ccc1OC(F)F | 2
Cc1ccc2c(c1)C=CC(C#N)N2C(=O)Oc1ccccc1 (stereo not given) | -49
CN1OC[C@@H]2CN(Cc3ccccc3)[C@H](c3cccc(-c4ccccc4)c3)C[C@@H]21 | 0
O=C(c1ccc(Cl)c([N+](=O)[O-])c1)N(Cc1ccc(Cl)cc1)C1CCS(=O)(=O)C1 (stereo not given) | 2
CC(OC(=O)Nc1cccc(Cl)c1)C(=O)OC1CCCCC1 (stereo not given) | 3
CCCCn1c(SCCN2CCCCC2)nc2c1c(=O)n(C)c(=O)n2C | 1
COC(=O)c1ccc2nc(-c3cccc(Cl)c3)c(Cc3cccc(F)c3)n2c1 | -12
CCCCNC(=O)C(NC(=O)c1cnccn1)C(=O)c1ccccc1 (stereo not given) | 3
CCc1ccc2c(c1)NC(=O)C2(C)Cc1ccc(C(F)(F)F)o1 (stereo not given) | -5
COCOc1ccc(-c2ncc(OC)nc2NC(=O)c2ccsc2)cc1 | 1
CCOP(=O)(OCC)C(Cc1ccc(OC)c(OC)c1)N=C(c1ccccc1)c1ccccc1 (stereo not given) | -6
Cc1ccc2nc(SCc3nnc(-c4ccccc4[N+](=O)[O-])o3)c(C#N)cc2c1 | 0
CC(C)CC1OC(C)CC2=C1C(=O)OC(C)(C)O2 (stereo not given) | 4
COC(=O)Nc1ccc2ccc3c(NC(=O)OC)ccc4ccc1c2c43 | -71
Cc1cc(S(=O)(=O)Nc2ccc(C(=O)NC3CC3)cc2)ccc1F | -2
COc1ccccc1NS(=O)(=O)c1cccc(C(=O)NCC(c2cccs2)N(C)C)c1 (stereo not given) | 0
O=S(Cc1ccccc1)c1ccccc1 (stereo not given) | 0
COc1cc(OC)cc(C(=O)NC2CC3CCC(C2)N3Cc2ccco2)c1 (stereo not given) | 1
COc1ccc(-c2ccc(CN3C(C(C)C)C(=O)N(Cc4cn(Cc5ccco5)nn4)CCS3(=O)=O)cc2)cc1OC (stereo not given) | -2
C#CCOCC1CN(c2ccccc2)C(=O)O1 (stereo not given) | 1
CCOc1ccc(CCN2C(=O)C(=O)N([C@@H](CC(C)C)CN3CCC[C@H]3CN3C(=O)C(=O)NC[C@@H]3CC(C)C)C[C@@H]2Cc2ccc(O)cc2)cc1 | 3

Two of these compounds in another layout.
CCCCNC(=O)C(NC(=O)c1cnccn1)C(=O)c1ccccc1 (stereo not given)
  SENP1 inh = 3

CCc1ccc2c(c1)NC(=O)C2(C)Cc1ccc(C(F)(F)F)o1 (stereo not given)
  SENP1 inh = -5

Further structures follow:
mol | SENP1 inh
O=C(NCCc1ccc(O)c(Br)c1)c1ccc(Br)o1 | 1
CCOc1ccc(/C=C(/C#N)c2nnc(N3CCOCC3)n2-c2ccccc2)cc1OC | -1
Nc1nc(SCc2cccnc2)c2ncn(C3OC(CO)C(O)C3O)c2n1 (stereo not given) | 2
Cc1ccc(S(=O)(=O)N2[C@@H](CO)CO[C@H]2CC(=O)c2ccccc2)cc1 | 1
CSc1ccc(C(O)c2ncc(-c3cccc(OCc4ccccc4)c3)[nH]2)cc1 (stereo not given) | 2
CC(C)C(=O)Nc1cccc(COc2ccc(CN(CCc3ccccc3)C(=O)OC(C)(C)C)cc2)c1 | -1
CC(C)OCCCNc1nc(Cl)nc2c1cnn2C | 3
O=C(Nc1cccc(S(=O)(=O)N2CCCC2)c1)[C@H]1C[C@H](O)[C@@H](CO)O1 | 1
Cn1nc(C(C)(C)C)cc1NC(=O)C1(C)CCN1C(=O)c1ccccc1CCc1ccccc1 (stereo not given) | -1
CC(C)C1Cc2[nH]c(=S)[nH]c(=O)c2C(c2ccc(Cl)cc2)O1 (stereo not given) | -1
CC1=C(C(=O)N2CCOCC2)CC(CC(=O)NCC2CCCCC2)C(=O)N1CCCN1CCCC1=O (stereo not given) | 1
O=C(C1CCCCC1)N1C[C@H](O)[C@@H](n2cc(C3CC3)nn2)C[C@@H]1c1ccccc1 | 0
Cc1cc(C)c(S(=O)(=O)N2CCN(C(=O)c3ccc(-n4nc(C)c(Cl)c4C)cc3)CC2)c(C)c1 | -2
Cc1cc(F)ccc1-c1cc(C(=O)Nc2ccccc2)[nH]n1 | 2
O=C(NCc1cccs1)c1nc2c(nnn2Cc2ccccc2Cl)c(=O)[nH]1 | -2

Entries listed so far with bromine:
mol | SENP1 inh
O=C(NCc1ccc(Br)cc1)OC1CC2CC1[C@H]1CCCCN1C2=O (stereo not given in full) | -2
O=C(NCCc1ccc(O)c(Br)c1)c1ccc(Br)o1 | 1

Next section.
mol | SENP1 inh
Cc1cc(N2CCN(C(=O)c3ccco3)CC2)n2nc(C)c(-c3ccccc3)c2n1 | -1
C[C@H](CO)N1C[C@H](C)[C@@H](CN(C)C(=O)OCc2ccccc2)OCc2cn(nn2)CCCC1=O | 1
CCCN(CC(=O)Nc1ccccc1C)C(=O)COC(=O)c1cnc(C)cn1 | -4
COCCNc1nc(NCc2ccc(C(C)C)cc2)c2sccc2n1 | 2
Cc1ccc2nc(C(C)(C)C)c(Cc3ccccc3C(F)(F)F)n2c1 | -14
Nc1nc(CCl)nc(Nc2ccc3ccccc3c2)n1 | -1
COc1cccc(NC(=O)N(C)C[C@H]2Oc3cc(Br)ccc3S(=O)(=O)N([C@H](C)CO)C[C@H]2C)c1 | 0
CC(=O)Nc1ccc(C(=O)N2CCCCC2c2cc(C(=O)NCc3ccc(F)cc3)no2)cc1 (stereo not given) | 1
Cc1cccn2c(=O)c3cc(C(=O)NCc4ccc(F)cc4)c(=N)n(CCCN4CCOCC4)c3nc12 | -33
CC(/C=N/NC(=O)c1ccccn1)=C\c1ccco1 | -5
CC1CCN(N=Nc2nc3c([nH]2)c(=O)n(C)c(=O)n3C)CC1 | 3
Cc1cc(C)n2c(NC3CCCCC3)c(-c3ccc(F)cc3)nc2n1 | -13
O=C(NCc1ccc(F)c(F)c1)c1cccc2c(-c3cccnc3)coc12 | 0
CCN(CC(=O)Nc1ccccc1C(F)(F)F)C(=O)c1ccc(NC(=O)c2cccs2)cc1 | 2
O=C(NCc1ccccc1Cl)C1CCN(C(=O)c2ccc(F)cc2)CC1 | 1

Given with values ahead of the structure: 4 of the compounds above
SENP1 inh	Structure
2	COCCNc1nc(NCc2ccc(C(C)C)cc2)c2sccc2n1
-14	Cc1ccc2nc(C(C)(C)C)c(Cc3ccccc3C(F)(F)F)n2c1
-1	Nc1nc(CCl)nc(Nc2ccc3ccccc3c2)n1
0	COc1cccc(NC(=O)N(C)C[C@H]2Oc3cc(Br)ccc3S(=O)(=O)N([C@H](C)CO)C[C@H]2C)c1

(cont.)
mol | SENP1 inh
O=C(Nc1ccccc1N1CCOCC1)c1ccc2nc[nH]c2c1 | 1
CCN(CC)CCNC(=O)C1(c2ccccc2)CCCCC1 | 0
CCc1cc[n+](C(C(=S)Nc2cccc(C)c2)=C([O-])c2ccc(C)c([N+](=O)[O-])c2)cc1 | -2
COc1cccc(-c2cnc3c(NC(C)=O)cc(-c4cccc(NC(C)=O)c4)cn23)c1 | -6
CC1=C(C(=O)N(C(C)C)C(C)C)CC(CC(=O)NCCCN(C)C)C(=O)N1Cc1ccc(C(C)(C)C)cc1 (stereo not given) | 1
CC1(C(=O)NC2CCN(Cc3ccccc3)CC2)CCN1Cc1ccc2ccccc2c1 (stereo not given) | -1
COc1ccc(C(=O)ON=C(C)c2nccs2)cc1 | 7
Cn1nc(C(C)(C)C)cc1N1C(=O)CCC1(C)C(=O)NC1CCCCC1 (stereo not given) | 0
O=C1C=C(c2c(O)ccc3ccccc23)c2ccccc2C1=O | 8
Cc1ccc(NC(=O)CN2C(=O)S/C(=C\c3ccc(-c4cccc(C(=O)O)c4C)o3)C2=O)cc1C | -26
Cc1ccc(Cc2nc3ccccc3[nH]2)cc1 | 3
CN(C)c1ccc(-c2cccc3nccn23)cc1 | -13
CCC(CC)C(=O)N(C)c1c(C)nc2c(OCc3ccccc3OC)cccn12 | -1
CCCCN1C[C@H](Cc2ccccc2)[C@@H](CC(=O)Nc2ccc(OC)cc2)C1=O | 3
CCOC(=O)/C(=C\c1ccc(N2CCC(c3ccccc3)=N2)cc1)C(C)=O | -35
CS(=O)(=O)NCC(c1cccnc1)N1CCN(c2ccc(F)cc2)CC1 (stereo not given) | -2
O=C(O)c1ccc(C(S(=O)(=O)c2ccccc2)S(=O)(=O)c2ccccc2)cc1 | 2
CC(=O)N1C[C@H]2CON(C)[C@H]2C[C@H]1c1ccc(-c2ccccc2)cc1 | 2
CC(=O)Nc1cccc(-c2ccnc3c2CC(C)(C(=O)NCc2ccc(N(C)C)cc2)O3)c1 (stereo not given) | 1
CCN(C(=O)COC(=O)c1ccc(-n2c(C)ccc2C)cc1)c1c(N)n(Cc2ccccc2)c(=O)[nH]c1=O | -43
S=C1NCC(c2ccccc2)S1 (stereo not given) | 1
O=C(Cc1cccc(NC(=O)C2CCN(S(=O)(=O)c3cccc([N+](=O)[O-])c3)CC2)c1)Nc1cccc(C(=O)N2CCCCC2)c1 | 2
NNc1ccccc1C(F)(F)F | 0
Cc1nc2c(OCc3ccc(F)c(F)c3)cccn2c1N(C)C(=O)CCC1CCCC1 | -5
CCCc1ccc(C(O)c2ncc(-c3ccc(C)cc3)[nH]2)cc1 (stereo not given) | -1
O=C(Nc1ccc([N+](=O)[O-])cc1)OC1CCS(=O)(=O)C1 (stereo not given) | 0
CCOC(=O)C1(C)CCN1C(=O)c1ccoc1 (stereo not given) | 0
O=C(NCc1ccccc1)C(CCc1ccccc1)n1c(=O)c(-c2cc3ccccc3[nH]2)nc2ccccc21 (stereo not given) | -18
CC(C)n1nnnc1C1c2ccccc2C(=O)N1CCc1c[nH]c2ccccc12 (stereo not given) | 0
NNC(=O)c1nnsc1-c1csnn1 | 2
CN(C)c1ccc(-c2ccnc3c2CC(C)(C(=O)Nc2cccc(Oc4ccccc4)c2)O3)cc1 (stereo not given) | -3

Source: PubChem
